APJ agonist: agonists of human APJ apelin receptor; CHO-K1 APJ PathHunter beta-arrestin, luminescence; 0% DMSO wells, 100% apelin; 330,000 tested, 0.11% active; activation, % at 20 µM; AID 2520;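 active = activation more than six SD over the plate average, tested at 20 µM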;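 also: 0% = DMSO alone and 100% = apelin-13 at 10 nM; some results filed as inactive read as strong as hits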
Target sequence (P35414 whole entry, looked up): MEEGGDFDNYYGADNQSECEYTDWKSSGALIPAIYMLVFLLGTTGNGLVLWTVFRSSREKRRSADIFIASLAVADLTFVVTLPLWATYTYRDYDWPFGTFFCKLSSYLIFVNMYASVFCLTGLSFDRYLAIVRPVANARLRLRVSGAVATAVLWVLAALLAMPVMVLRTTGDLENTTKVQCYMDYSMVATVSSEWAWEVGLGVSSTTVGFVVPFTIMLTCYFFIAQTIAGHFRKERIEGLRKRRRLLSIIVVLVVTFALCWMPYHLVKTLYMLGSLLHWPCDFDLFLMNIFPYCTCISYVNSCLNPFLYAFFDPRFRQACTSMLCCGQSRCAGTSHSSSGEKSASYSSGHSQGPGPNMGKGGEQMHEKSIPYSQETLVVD
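assay system = CHO-K1 APJ beta-arrestin complementation cell line | input = cell density 1000 per well | dosing = compound 20 µM once, DMSO 1% | timing = compound 90 min 25 °C, reagent 1 h | measured by = luminescence from split beta-galactosidase complementation, Galacton Star/Emerald II substrate | read-out basis = APJ agonist activity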
CXCR6 inh: CXCR6 (human) receptor inhibition | O00574 | CHO-K1 PathHunter CXCR6 beta-arrestin, luminescence | inhibition, % at 20 µM | 360,000 tested, 0.36% active | AID 602244; in the data active = inhibition above about 34%, passing the limit was not always enough;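 also: antagonist mode with CXCL16 agonist at 10 nM final; 0% = 10 nM CXCL16 with DMSO and 100% = unstimulated wells without agonist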
CCR6 antag: CCR6 (human) receptor antagonism; inhibition, % at 20 µM; CHO-K1 CCR6 PathHunter beta-arrestin, luminescence, CCL20-stimulated; 340,000 tested, 0.49% active;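 active = compounds whose inhibition of the agonist-driven luminescence signal at 20 µM reaches about 50%, limit read from the data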;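 also: cells stimulated with CCL20 at 14 nM final; plate controls were DMSO with CCL20 for no effect and DMSO without agonist for full effect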
Target sequence (P51684 whole entry, looked up): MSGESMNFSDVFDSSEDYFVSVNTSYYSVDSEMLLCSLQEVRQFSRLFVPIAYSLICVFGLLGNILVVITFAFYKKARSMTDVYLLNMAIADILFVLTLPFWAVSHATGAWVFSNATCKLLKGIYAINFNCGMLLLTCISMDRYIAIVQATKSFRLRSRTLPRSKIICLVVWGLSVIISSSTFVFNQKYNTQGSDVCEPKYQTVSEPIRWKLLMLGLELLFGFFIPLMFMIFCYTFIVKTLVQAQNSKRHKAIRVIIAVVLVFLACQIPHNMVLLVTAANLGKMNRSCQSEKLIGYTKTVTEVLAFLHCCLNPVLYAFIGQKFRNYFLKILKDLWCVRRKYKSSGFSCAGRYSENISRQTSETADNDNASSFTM
ATG4B inh: ATG4B (human) cysteine protease inhibition | Q9Y4P1 | ATG4B cleavage of LC3-PLA2, NBD-HPC fluorescence, 1 h | inhibition, % at 8.33 µM | 340,000 tested, 0.51% active | AID 504462; in the data active = inhibition above about 40%
APJ antagonist: APJ receptor antagonism. P35414. CHO-K1 APJ beta-arrestin complementation, luminescence. inhibition, % at 20 µM. 330,000 tested, 0.32% active;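 active = inhibition above about 40% at 20 µM, limit read from the data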;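 also: cells challenged with 10 nM apelin-13 agonist together with compound; plate controls were apelin-13 plus DMSO wells for no effect and DMSO wells lacking apelin-13 for full effect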
EBI2 block: antagonists of human EBI2 receptor | P32249 | AID 651636 | EBI2 beta-arrestin recruitment, luminescence, 7a,25-OHC stimulated | inhibition, % at 5 µM | 360,000 tested, 0.81% active; in the data active = inhibition above about 38%;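 also: enzyme fragment complementation signal reports receptor beta-arrestin coupling in cells; 0% = agonist plus DMSO wells and 100% = wells without agonist; some results beyond the cut were filed as inactive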
Gli-Sufu antag: Gli-Sufu pathway antagonism; Sufu-KO-LIGHT fibroblasts, Gli luciferase reporter luminescence; inhibition, % at 5 µM; 340,000 tested, 0.74% active;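 active = inhibition above about 55%, limit read from the data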;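 also: 0% = DMSO-treated cells and 100% = wells with medium but no cells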
UBC13 inh: blocks human UBC13 polyubiquitin chain formation; AID 485273; 330,000 tested, 0.47% active; inhibition, % at 20 µM; TR-FRET; P61088; in the data active = inhibition above about 45%, passing the limit was not always enough
Target sequence (P61088 whole entry, looked up): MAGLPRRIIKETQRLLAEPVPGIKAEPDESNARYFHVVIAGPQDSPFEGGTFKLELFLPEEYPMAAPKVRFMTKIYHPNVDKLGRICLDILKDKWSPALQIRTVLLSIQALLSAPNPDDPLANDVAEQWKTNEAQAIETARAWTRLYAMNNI
Numbers without * were called inactive; nt = not tested or not shown.

SMILES	APJ agonist	CXCR6 inh	CCR6 antag	ATG4B inh	APJ antagonist	EBI2 block	Gli-Sufu antag	UBC13 inh
Cc1cc(=O)oc2c3c(cc(OCC(=O)N4CCC(C(=O)O)CC4)c12)OC(C)(C)CC3	-2	-3	1	-30	-54	-8	-3	21
Cc1nonc1C1CCCN1C(=O)c1cc(COc2cccc(C(F)(F)F)c2)on1 (centres undefined)	3	-13	15	-1	4	6	50	-5
COc1ccc(CN(C(=O)CSc2nnc(-c3ccccc3F)o2)c2ccc(F)cc2)cc1	-1	13	18	11	1	12	4	7
Cc1c(C(=O)O/N=C(\N)c2ccccn2)cccc1[N+](=O)[O-]	11	-10	-24	-7	-38	-11	-61	-11
Cc1cccc(C)c1Nc1nnc(SCC(=O)Nc2cc(S(=O)(=O)N3CCCCC3)ccc2Cl)s1	-3	0	21	-8	11	1	-3	-8
Cn1c(=O)c2cc(S(=O)(=O)NCCC(=O)Nc3ccccc3F)ccc2n(C)c1=O	1	13	-3	1	-7	7	3	7
CC(=O)Nc1ccc(SCC(=O)N(C)C2CCS(=O)(=O)C2)cc1 (centres undefined)	-2	-2	-3	4	-12	-4	-28	5
C=CCc1c(C)nn(CC(=O)O)c1-c1ccccc1	2	6	27	-8	5	5	-2	1
Cc1ccc(OCCn2nc3ccccc3n2)c(C)c1	-5	-7	9	-10	10	4	-23	6
Cc1ccc(C(=O)C2=C(O)C(=O)N(Cc3ccco3)C2c2ccc(N(C)C)cc2)o1 (centres undefined)	-7	3	4	4	9	1	-4	-11
N#C/C(=C\c1cn(CC(=O)N2CCCCC2)c2ccccc12)C(=O)NCc1ccc2c(c1)OCO2	-2	1	8	-10	5	-2	4	2
Nc1ccc(Nc2ccccc2)c(Cl)c1	-1	-9	5	-10	-12	-9	-1	-4
CC(=O)Nc1ccc(S(=O)(=O)N(C)CC(=O)OCC(=O)N2CC(C)OC(C)C2)cc1 (centres undefined)	-1	-13	9	0	-1	-9	-5	3
CSc1nsc(SCC(=O)Nc2nncs2)n1	3	-6	1	1	14	-7	-1	8
COc1ccc(S(=O)(=O)NC(CC(=O)NCc2ccco2)c2ccco2)cc1 (centres undefined)	6	-4	-12	1	7	-1	-1	-1
Cc1ccc(NC(=O)CSc2nc(=O)n(Cc3ccncc3)c3c2CCC3)c(C)c1	0	4	9	3	6	-14	-10	-5
CC(C)c1ccc(NC(=O)CCCN2C(=S)NC(C)(C)CC2C)cc1 (centres undefined)	-3	13	11	-5	-3	-2	-7	0
O=C(c1cnsn1)N1CCN(c2ccccn2)CC1	-4	1	-15	-5	0	2	-1	-2
c1csc(-c2nn3c(C4COc5ccccc5O4)nnc3s2)c1 (centres undefined)	-2	-2	2	-18	2	-16	-21	1
Cc1ccccc1NC(=S)NCC(c1cccnc1)N1CCOCC1 (centres undefined)	-4	-6	22	1	12	-6	-4	6
O=C(NCc1ccc2c(c1)OCO2)C1CCCN1S(=O)(=O)c1ccc(F)cc1 (centres undefined)	-3	2	8	-7	-7	2	0	17
Cc1cccc(NC(=O)c2oc3c(c2C)C(=O)CC(C)(C)C3)n1	-4	2	-2	-2	-6	17	-11	4
N=c1n(CCN2CCCCC2)c2ccccc2n1CC(=O)c1cccc([N+](=O)[O-])c1	-1	-4	5	-6	24	2	21	9
COc1ccc(N(CC(=O)NC2CCCCCCC2)S(=O)(=O)c2c(C)nn(C)c2C)cc1	2	7	2	1	21	0	8	-1
Cc1cc(C)c(C#N)c(OCc2ccc(Cl)nc2)n1	-5	4	7	5	-15	8	-17	3
COc1cccc2c1OC[C@@H](CO)[C@H]2N(C)C(=O)Nc1ccccc1	-1	-7	12	2	25	-2	-7	-4
Cc1cc(C)c2[nH]c(=O)c(C(c3nnnn3Cc3ccc4c(c3)OCO4)N3CCCC3)cc2c1 (centres undefined)	3	0	14	-8	-8	-8	-7	-14
O=C(CN(Cc1ccco1)C(=O)c1ccc(Cl)cc1)Nc1ccc(Cl)c(Cl)c1	-1	-4	-15	3	3	-8	-8	6
CN(CC(=O)Nc1ccccc1C(F)(F)F)C(=O)c1ccc(N2C(=O)CCC2=O)cc1	-4	0	7	-3	21	-1	-1	4
Cc1ccc(C(=O)OC(C)C(=O)Nc2ccc(S(N)(=O)=O)cc2)cc1S(=O)(=O)N1CCOCC1 (centres undefined)	10	-2	3	4	6	-8	-5	-1

Profiles, looked up by structure.
`COc1ccc(N(CC(=O)NC2CCCCCCC2)S(=O)(=O)c2c(C)nn(C)c2C)cc1` as listed: APJ agonist: 2; CXCR6 inh: 7; CCR6 antag: 2; ATG4B inh: 1; APJ antagonist: 21; EBI2 block: 0; Gli-Sufu antag: 8; UBC13 inh: -1
`N=c1n(CCN2CCCCC2)c2ccccc2n1CC(=O)c1cccc([N+](=O)[O-])c1` as listed: APJ agonist: -1; CXCR6 inh: -4; CCR6 antag: 5; ATG4B inh: -6; APJ antagonist: 24; EBI2 block: 2; Gli-Sufu antag: 21; UBC13 inh: 9
`Cc1cc(C)c2[nH]c(=O)c(C(c3nnnn3Cc3ccc4c(c3)OCO4)N3CCCC3)cc2c1` (centres undefined) as listed: APJ agonist: 3; CXCR6 inh: 0; CCR6 antag: 14; ATG4B inh: -8; APJ antagonist: -8; EBI2 block: -8; Gli-Sufu antag: -7; UBC13 inh: -14

Next part:
SMILES	APJ agonist	CXCR6 inh	CCR6 antag	ATG4B inh	APJ antagonist	EBI2 block	Gli-Sufu antag	UBC13 inh
Fc1ccccc1N=C1Nc2cccc3cccc1c23	-4	5	17	-7	4	1	-13	-2
O=C(Nc1cc([N+](=O)[O-])ccc1F)c1ccc2ccccc2c1	-1	-2	19	-4	15	-5	-7	-6
O=C(COC(=O)Cc1cn2ccsc2n1)NCc1ccc2c(c1)OCO2	6	-4	17	-1	14	-3	0	2
CC(C)CC(C(=O)NC(C)(C)C)N(CC1CCCO1)C(=O)c1snc(C(N)=O)c1N (centres undefined)	0	6	6	1	8	1	1	78*
Cc1cccc(CC(=O)NCCN2CCOCC2)c1	-3	0	0	3	9	-8	-2	4
CS(=O)(=O)N1CCN(c2ccccc2NC(=O)c2cccnc2Cl)CC1	-2	0	8	2	4	-1	-24	3
Cc1nn(CC(=O)OCC(=O)Nc2c(C(C)C)cccc2C(C)C)c(C)c1[N+](=O)[O-]	-1	-6	11	11	5	2	34	10
CN(Cc1ccon1)Cc1cn(C)nc1-c1cccc(Cl)c1	0	1	4	4	7	0	-1	-1
O=C1Nc2ccccc2/C1=N/N=C/c1cccc(O)c1	-2	3	-3	3	5	-4	6	-11
COc1nc(-c2ccccc2)ccc1-c1noc(COc2ccccc2)n1	-2	15	22	4	-1	22	9	14
Cc1cc(C)cc(N2C(=O)CC(Sc3ncn[nH]3)C2=O)c1 (centres undefined)	4	-2	-13	-6	3	-3	5	2
O=C(NNC(=O)C1CCCCC1)c1ccco1	-2	6	-1	-2	10	-8	-19	-5
O=C(N[C@H](CO)[C@H](O)c1ccc([N+](=O)[O-])cc1)C(Cl)Cl	-5	-3	-13	-16	-8	1	4	1
CC1(C)C(=O)OC(c2ccc([N+](=O)[O-])cc2)C(C)(C)C1=O (centres undefined)	-1	1	-2	-3	-13	-6	6	2
O=C(NCc1nc(-c2ccccc2)no1)Nc1ccc(F)cc1	-1	-4	1	-2	-1	4	-9	11
c1ccc2c(c1)ccc1nnc(-c3ccc4c(c3)OCO4)n12	-2	6	11	-12	20	-3	-15	11
Cc1nc(NCCc2ccccc2F)c(C#N)c(C)c1[N+](=O)[O-]	-3	-5	15	-6	-1	33	-21	-6
CCOC(=O)c1c(S(=O)(=O)NCC(=O)Nc2ccccc2F)c(C)n(C)c1C	4	-5	9	10	9	4	5	-2
O=C(Nc1cc2nn(-c3ccccc3)nc2cc1Cl)c1ccco1	-2	-3	-1	11	14	9	-61	-7
Nc1[nH]nc2nc(NCc3ccccc3)c3c(c12)CCN(Cc1ccccc1)C3	2	6	0	11	4	-3	-31	2
Cc1oncc1C(=S)Nc1ccccc1	-2	1	3	-17	9	-6	3	2
C/C(=C\C(=O)c1ccc(F)cc1)Nc1ccc(N2CCOCC2)cc1	5	10	4	-17	11	5	-14	-2
CCn1c(O)c2ccc(C(=O)N=NC(=O)c3cccnc3)cc2c1O	1	-6	-10	-7	16	-8	0	0
CCOc1cc(/C=C2\CN(C)C/C(=C\c3ccc(O)c(OCC)c3)C2=O)ccc1O	-8	34	57*	-10	27	22	27	-76
COc1cc(/C=C/C(=O)OCC(=O)Nc2cc(S(=O)(=O)N3CCCCC3)ccc2C)ccc1O	-1	4	3	-8	-6	2	0	-32
Cc1ccc([N+](=O)[O-])c(C(=O)N/N=C/c2cccnc2)c1	0	9	-2	3	-4	5	9	5
Clc1ccc(OCCn2cnc3ccccc32)cc1	-1	-1	-4	-3	3	2	-11	6
O=C(CCNS(=O)(=O)c1ccccc1)NCCCc1ccccc1	3	1	13	-4	0	0	-6	-2
COc1ccc(C2CC(c3ccccc3)=NN2C(=O)COC(=O)C2(C)CC2(Cl)Cl)cc1 (centres undefined)	-2	-1	14	-6	7	6	14	0
O=C1CC(C(=O)N2CCN(c3ccccc3O)CC2)CN1Cc1ccccc1 (centres undefined)	-2	-5	7	-4	6	-4	-4	-4
O=C(CN1C(=O)CCC1=O)Nc1ccc2c3c(cccc13)CC2	4	-4	-18	-3	1	-8	-2	-4
Cc1csc(SCC(=O)Nc2ccc3[nH]c(=O)[nH]c3c2)n1	-3	-7	5	2	8	-4	-5	4
Cc1ccc(C(=O)c2sc3nsc(C)c3c2N)cc1	-2	5	34	36	18	2	3	4
CCN1C[C@@H]2[C@@H]3C(=O)N(C)C(=O)[C@@H]3[C@](C)(C1=O)N2C(=O)c1ccc(F)cc1	nt	-4	4	3	nt	-8	-10	nt
O=C(COc1ccc([N+](=O)[O-])cc1)NCc1ccncc1	-3	-5	10	-2	-1	4	-8	6
C=CCn1c(SCc2ccc(C(=O)NCCO)cc2)nc2sc(C)c(C)c2c1=O	-2	3	-2	9	5	15	-1	11
COC(=O)CN1C(=O)N/C(=C/c2cc(OC)c(OC)cc2C)C1=O	-3	-8	2	-6	19	-7	-1	7
O=C(CSc1nnc(NC2CC2)s1)Nc1ccc(N2CCOCC2)cc1	-5	-3	-10	7	-4	-12	0	4
O=C1CN(C(=O)c2ccccc2F)C(c2ccccc2)c2cc(Cl)ccc2N1 (centres undefined)	4	-11	-2	-9	5	-22	5	-2
Cc1ccc(S(=O)(=O)N2CCC(C(=O)OCC(=O)N3CCCC3=O)CC2)cc1C	3	5	4	-4	-1	7	0	0
O=C(CN1CCOCC1)Nc1ncc(Br)cc1Br	-2	-4	2	-4	12	-6	-3	-4
CCOC(=O)C1=NN(c2ccc(C)cc2)C2(S1)SC(C(C)=O)=C(C)N2c1ccccc1 (centres undefined)	2	7	25	-6	19	18	5	-8
CCn1c(C)nc2cc(C(=O)N/N=C/c3ccc(OC)c(O)c3)ccc21	0	15	6	-9	-5	-22	-5	-14
COC(=O)c1ccc(Cn2cnc3c(Cl)ncnc32)cc1	nt	0	4	-1	nt	-12	15	nt
CCNC(=S)N1CCCC(c2nc3ccc(C)cc3[nH]2)C1 (centres undefined)	-2	-1	-2	-4	4	-1	2	10
COc1cc(NC(=O)c2ccc3nsnc3c2)cc(OC)c1OC	-7	8	12	-6	4	-12	4	-1
CC1(C2CC2)NC(=O)N(CC(=O)N2CCN(S(=O)(=O)c3ccc(F)c(F)c3)CC2)C1=O (centres undefined)	-2	4	7	-1	-58	-1	14	-5
O=C(/C=C/c1ccc2c(c1)OCCO2)c1ccccc1	-3	5	6	-6	8	24	-32	4
Nc1cccc(/C=C/C(=O)O)c1	2	4	11	-1	-11	-5	-2	-3
CCN1CCN(C(=O)Cn2cnc3sc(C)c(S(=O)(=O)N4CCN(c5ncccn5)CC4)c3c2=O)CC1	-2	-2	4	-8	-15	4	7	6

Assay outcomes: PubChem BioAssay, Sanford-Burnham Center for Chemical Genomics

Compounds were not picked by outcome; 3% or so of the library scored in one or more.
